# Screens as filed in PubChem BioAssay.
# PLCb3 inh: PLC-beta3 (human) inhibition, primary screen. Purified PLC-beta3, fluorogenic substrate, fluorescence. inhibition, % at 12.2 µM. 0.18% of 370,000 active. AID 720704; in the data active means inhibition above about 11%;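 further: 0% = median of compound wells on plate and 100% = full blocker control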
# Target sequence (Q01970 whole entry, looked up): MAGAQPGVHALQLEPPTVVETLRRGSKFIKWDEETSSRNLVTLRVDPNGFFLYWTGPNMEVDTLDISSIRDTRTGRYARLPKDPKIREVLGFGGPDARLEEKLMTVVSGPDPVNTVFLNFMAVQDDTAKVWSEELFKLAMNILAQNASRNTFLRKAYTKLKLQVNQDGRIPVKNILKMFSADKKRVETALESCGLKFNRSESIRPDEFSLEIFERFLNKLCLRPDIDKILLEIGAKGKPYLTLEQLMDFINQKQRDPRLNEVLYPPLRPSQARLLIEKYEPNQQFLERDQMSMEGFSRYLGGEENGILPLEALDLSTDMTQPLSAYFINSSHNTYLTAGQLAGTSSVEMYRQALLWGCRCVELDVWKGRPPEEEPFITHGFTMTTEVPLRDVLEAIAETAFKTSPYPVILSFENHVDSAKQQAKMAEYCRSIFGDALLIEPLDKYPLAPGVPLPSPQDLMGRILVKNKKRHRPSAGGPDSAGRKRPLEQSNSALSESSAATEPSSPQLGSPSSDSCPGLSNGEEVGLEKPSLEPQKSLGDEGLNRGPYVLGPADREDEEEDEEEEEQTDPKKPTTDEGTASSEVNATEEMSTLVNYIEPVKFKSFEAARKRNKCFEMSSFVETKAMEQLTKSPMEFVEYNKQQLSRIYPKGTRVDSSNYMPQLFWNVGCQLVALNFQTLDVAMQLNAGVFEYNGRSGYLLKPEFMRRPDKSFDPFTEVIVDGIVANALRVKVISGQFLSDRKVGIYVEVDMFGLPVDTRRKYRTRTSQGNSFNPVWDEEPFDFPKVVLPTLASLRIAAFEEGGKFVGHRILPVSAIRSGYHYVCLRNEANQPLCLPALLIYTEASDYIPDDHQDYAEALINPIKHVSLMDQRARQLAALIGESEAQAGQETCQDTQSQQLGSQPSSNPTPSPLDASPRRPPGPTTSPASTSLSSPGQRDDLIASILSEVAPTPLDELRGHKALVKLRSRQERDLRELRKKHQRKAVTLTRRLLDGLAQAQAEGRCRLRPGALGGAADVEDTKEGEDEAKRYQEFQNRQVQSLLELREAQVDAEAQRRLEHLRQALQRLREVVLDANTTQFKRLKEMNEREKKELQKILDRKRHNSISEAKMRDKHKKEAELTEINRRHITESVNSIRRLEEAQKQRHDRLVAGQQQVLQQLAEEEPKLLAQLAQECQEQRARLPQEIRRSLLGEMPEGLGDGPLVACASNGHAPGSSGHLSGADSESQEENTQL
# proKLK7 act: proKLK7 (human) activation, primary screen | P49862 | purified proKLK7, EDANS-DABCYL substrate fluorescence; 100% is mature enzyme control, 0% vehicle | activation, % at 7 µM | 0.9% of 370,000 active | AID 652039;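 active means activation above the mean of all tested compounds plus 3 SD, computed per campaign excluding outliers beyond control limits, cut at about 13% in these data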
# ASAP1 inh: ASAP1 ArfGAP inhibition | ASAP1-stimulated ARF1 GTP hydrolysis, GDP FP detection | inhibition, % at 16.5 µM | 0.19% of 360,000 active | Q9ULH1; in the data active means inhibition above about 25%;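 further: 0% = vehicle with enzyme and substrate and 100% = no enzyme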
# Rev-erbA mod: modulates human Rev-erb alpha binding to DNA | Rev-erbα–FITC-DNA binding, fluorescence polarization, 90 min | activity, % at 10 µM | 0.79% of 370,000 active;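 active means activity above about 14%, limit read from the data; passing the limit was not always enough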;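 further: 0% = DMSO wells with 35 nM protein and 100% = DMSO wells with 750 nM protein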
# ARFGAP1 inhibitor: rat ARFGAP1 inhibition; Q62848; Arfgap1-stimulated ARF1 GTP hydrolysis, GDP FP detection; inhibition, % at 16.5 µM; 0.26% of 360,000 active; AID 651572;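 active means inhibition above a per-plate limit, mean inhibition of low control wells plus 3 SD, cut at about 25% in these data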;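 further: 0% = DMSO wells with enzyme and 100% = wells lacking Arfgap1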
#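 system = rat Arfgap1 catalytic domain, aa 1-136 | technique = FP, GDP Alexa 633 tracer displaced from anti-GDP antibody, 620/688 nm | compound = one concentration, 16.5 µM, DMSO 1.26% | medium = HEPES-based buffer, pH 7.5 | timing = compound-enzyme preincubation 20 min, reaction 120 min, detection 60 min, 25 °C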
# UHRF1 binding: UHRF1 methyl-DNA binding inhibition. UHRF1 binding to methylated oligo, TR-FRET. 0.75% of 370,000 active. inhibition, % at 4.4 µM. Q96T88; in the data active means inhibition above about 21%;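 further: UHRF1 SRA domain binding a hemimethylated CpG hairpin DNA probe; 0% = median of test compound wells and 100% = reference inhibitor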
# PLC-gamma1 inh: inhibitors of human phospholipase C gamma1; purified PLC-gamma1, fluorogenic substrate, fluorescence; inhibition, % at 12.2 µM; P19174; AID 720700; 0.84% of 370,000 active; in the data active means inhibition above about 9.5%
# sPLA2-III inh: Inhibits HGIII-sPLA2 liposome hydrolysis, primary screen | Q9NZ20 | QFRET BODIPY PC-A2 liposome hydrolysis, fluorescence | inhibition, % at 12.2 µM | 0.56% of 370,000 active | AID 743126;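 active means inhibition above mean plus 3 SD of compounds lying within the high and low control bounds, cut at about 19% in these data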;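 further: 0% = median of test compound wells and 100% = no enzyme DMSO wells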
# DDE Tn6 FP inh: disrupts Tn6 cyclic peptide binding to fibrin D-Dimer-E complex; Fibrin DD(E) TRITC-Tn6 fluorescence polarization displacement; 0.21% of 370,000 active; P02675; inhibition, % at 8.3 µM;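 active means inhibition above a per-campaign cutoff: mean of compounds within control limits plus 3 SD, cut at about 15% in these data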;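 further: 0% = median of all compound wells on the plate and 100% = blocking peptide control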
# DDE Tn7 FP inh: inhibitors of Tn7 peptide binding to human fibrin DD(E); P02675; FP displacement of FITC-Tn7 peptide from fibrin DD(E); 0% = median of compound wells per plate; inhibition, % at 8.3 µM; 0.13% of 370,000 active; AID 720508;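 active means inhibition above the mean of compounds falling within the control limits plus 3 SD of them, cut at about 14% in these data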;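 further: 0% = plate median of compound wells and 100% = 10 µM Aha-Tn7 peptide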
#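 Assay system: Human fibrin DD(E) protein | Medium: Tris buffer with calcium and detergent, pH 7.8 | Reagent: 0.1 µM fluorescent Tn7 | Compound dosing: Single point at 8.3 µM | Times: 10 min preincubation, 3 h with tracer, room temperature | Detection: Fluorescence polarization of the labelled Tn7 tracer | Controls: Aha-Tn7 high control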
# Starred values were filed as active, the others as inactive; i = inactive; x = no result given.
SMILES,PLCb3 inh,proKLK7 act,ASAP1 inh,Rev-erbA mod,ARFGAP1 inhibitor,UHRF1 binding,PLC-gamma1 inh,sPLA2-III inh,DDE Tn6 FP inh,DDE Tn7 FP inh
CCOC(=O)N1CCN(CCC(=O)Nc2ccc(C)c(Br)c2)CC1,0.8,-0.3,-12.0,3.1,0.5,-1.3,0.6,-12.2,-5.8,-1.0
CCCc1cc(=O)[nH]c(SCC(=O)N2CCN(S(=O)(=O)c3ccc(Cl)cc3)CC2)n1,3.9,-0.5,5.5,1.2,-0.8,2.7,1.9,-5.2,-3.5,-9.3
COCCNC(=O)C1(C)CCCN(Cc2csc3ccccc23)C1 (centres undefined),1.9,-0.2,7.6,0.2,10.5,2.0,3.8,-0.7,-9.2,-0.3
Cc1onc(-c2ccccc2)c1C(=O)NNC(=O)c1ccccc1Br,2.8,-0.2,4.0,-5.2,1.2,-4.7,-2.7,6.1,3.4,4.8
COC(=O)C1=CN(Cc2ccc(OC)c(OC)c2)C=C(C(=O)OC)C1c1cccc(OC)c1OC,i,-15.7,7.5,-3.7,14.6,-0.5,i,-0.1,1.9,-2.4
Clc1ccc2nc(-c3ccccc3)c(CN3CCOCC3)n2c1,-4.9,0.5,8.1,-3.9,2.5,1.4,-6.8,-1.5,2.0,-8.6
CC(=O)NC(CC(=O)OCC(=O)N1c2ccccc2NC(=O)C1(C)C)c1ccccc1 (centres undefined),-6.4,0.5,-4.3,-3.2,-0.3,1.4,3.6,11.0,2.9,-1.9
CC(=O)Nc1ccc(S(=O)(=O)NCC2CCC(C(=O)NCCCOC(C)C)CC2)cc1 (centres undefined),-4.5,-0.1,-5.7,0.5,4.1,4.1,1.1,2.7,-6.7,5.6
CCOC(=O)/C=c1\s/c(=C\c2ccc(C)cc2)c(=O)n1CC(=O)NCc1ccco1,-1.7,-1.6,1.6,-4.3,-0.9,1.0,1.5,7.7,2.8,-4.2
COCCCNC(=O)C[C@H]1C[C@@]2(C(=O)OC)C(=C[C@H](C3CCCC3)O[C@@H]2C)N(CCc2ccc(OC)c(OC)c2)C1=O,0.0,-0.2,x,1.0,x,-0.3,-1.9,-1.9,1.3,-3.0
CCNc1ccccc(C(=O)/C=C/c2ccc3c(c2)OCO3)c1=O,-57.1,0.8,-1.5,-7.7,-14.6,-4.2,-44.9,-5.3,4.8,-0.5
Cc1cccc(C)c1OCCNC(=O)c1ccc2ccccc2n1,-3.5,0.2,13.1,0.6,-11.4,-3.4,-1.1,-7.3,-3.0,-0.1
c1ccc(-c2ccc3c(n2)CCCO3)cc1,-1.1,0.2,24.2,-4.3,-4.3,-1.6,0.1,4.4,-0.2,1.0
CCOc1cc2[nH]c(=S)n(CCCN3CCOCC3)c(=O)c2cc1OCC,3.6,0.4,1.6,-1.6,1.9,-2.5,2.2,0.6,-1.1,7.3
CC(=O)Nc1ccc(S(=O)(=O)Nc2nccc(/C=C/c3ccccc3F)n2)cc1,3.6,0.7,-0.9,-4.8,-5.1,-1.5,-2.0,-0.8,-0.7,-8.0
COc1ccccc1C(O)c1ncc(-c2ccccc2C)[nH]1 (centres undefined),0.8,-0.8,10.4,2.8,-4.4,-1.2,2.8,-2.5,1.6,1.6
Cc1c(C(=O)N2CCC(C(N)=O)CC2)oc2ccc(Br)cc12,-7.8,0.0,6.0,-1.6,23.9,2.5,2.6,3.3,1.9,-1.6
CC(=O)N1CC(C)Sc2ccc(S(=O)(=O)NCc3ccc(Cl)cc3)cc21 (centres undefined),-8.7,0.7,0.4,-2.0,6.9,2.8,-1.0,-11.1,0.3,3.2
CC1CCC(N2CCN(S(=O)(=O)Cc3ccccc3)CC2)CC1 (centres undefined),1.4,0.8,-2.5,8.3,-4.9,1.6,2.2,0.5,-1.5,-2.9
Cc1cc(S(=O)(=O)N2c3ccc(F)cc3CCC2C)ccc1-n1cnnn1 (centres undefined),-3.9,0.0,4.6,1.4,0.7,-0.1,1.6,-8.4,3.0,7.5
CC1=C(C(=O)OCC2CCCO2)C(c2ccccc2)C2=C(CC(C)(C)CC2=O)N1 (centres undefined),-239.9,4.0,-2.3,2.2,1.8,-4.3,-221.8,2.1,8.4,3.2
CCOCc1cnc(C)nc1NCC(=O)c1c(C)[nH]c2ccc(OC)cc12,0.8,-0.2,-8.8,-9.6,4.7,-3.9,0.4,2.5,9.4,-7.5
Cc1cccn2c(CN3CCCN(C=O)CC3)c(C(=O)N(C)CCc3ccccc3)nc12,0.5,0.2,-20.9,-5.0,-1.7,-0.7,-1.6,0.0,2.9,2.8
Oc1c(Br)cccc1/C=N/Nc1c(F)c(F)c(F)c(F)c1F,-24.5,-0.3,6.2,-1.3,7.6,0.4,-27.9,7.8,-0.8,0.2
CCOc1ccccc1NC(=O)COC(=O)C(CC(C)C)N1C(=O)C2CC=CCC2C1=O (centres undefined),1.2,0.5,-7.4,-2.3,-0.3,-0.9,0.1,-8.3,-8.9,-1.9

# By substructure: those above with a furan ring, fused or not.
SMILES,PLCb3 inh,proKLK7 act,ASAP1 inh,Rev-erbA mod,ARFGAP1 inhibitor,UHRF1 binding,PLC-gamma1 inh,sPLA2-III inh,DDE Tn6 FP inh,DDE Tn7 FP inh
CCOC(=O)/C=c1\s/c(=C\c2ccc(C)cc2)c(=O)n1CC(=O)NCc1ccco1,-1.7,-1.6,1.6,-4.3,-0.9,1.0,1.5,7.7,2.8,-4.2
Cc1c(C(=O)N2CCC(C(N)=O)CC2)oc2ccc(Br)cc12,-7.8,0.0,6.0,-1.6,23.9,2.5,2.6,3.3,1.9,-1.6

# Remaining list, next part:
SMILES,PLCb3 inh,proKLK7 act,ASAP1 inh,Rev-erbA mod,ARFGAP1 inhibitor,UHRF1 binding,PLC-gamma1 inh,sPLA2-III inh,DDE Tn6 FP inh,DDE Tn7 FP inh
COc1cccc(CN(C(=O)c2ccco2)C(C(=O)NC2CCCC2)c2cccnc2)c1 (centres undefined),0.9,0.0,-0.4,-4.9,-13.5,2.5,0.8,0.1,1.9,0.1
N#Cc1cc(Oc2ccc(Cl)cc2)c(N2CCOCC2)cc1C#N,-6.3,1.0,16.4,0.2,1.6,4.2,0.0,-3.1,-9.2,4.7
CCOC(=O)c1c(C)[nH]c(C(=O)CSc2nnc(-c3ccncc3)n2CC)c1C,3.2,0.4,-9.6,1.8,-2.2,-1.9,1.4,-16.8,5.6,-0.6
COc1ccc(OCc2csc(N)n2)cc1,3.4,-0.1,15.9,2.9,4.0,-2.7,0.6,3.5,11.8,5.7
COc1cc(NC(=S)N2CCC(C(N)=O)CC2)c(OC)cc1Cl,2.4,-0.2,-17.0,3.0,0.1,-3.3,3.2,-1.2,1.0,-0.2
O=c1cc(-c2ccccc2)nc2cc(-c3ccco3)[nH]n12,-71.1,-2.8,-10.6,-8.3,-4.9,8.5,-47.2,7.3,-5.1,4.7
O=C(NC1CCCC1)C(c1ccncc1)N(Cc1ccccc1)C(=O)Cc1cccs1 (centres undefined),-2.4,0.6,12.3,-2.7,-0.2,0.8,-2.9,3.2,10.3,3.7
Cc1cc(C(=O)Nc2c(F)c(F)c(F)c(F)c2F)n(-c2ccccc2)n1,4.3,0.2,2.8,-0.1,12.9,-1.2,-0.4,-8.6,5.2,-5.7
O=C(CN1C(=O)NC(Cc2c[nH]c3ccccc23)C1=O)NCCc1ccccc1 (centres undefined),-4.4,0.2,7.3,-3.6,7.8,-1.5,2.2,-63.1,-0.5,-3.9
S=C(NC1CCCC1)NC1CC1,1.0,-0.1,15.1,-0.8,5.9,7.9,2.7,20.7*,-2.9,0.4
CC1(C)Cc2cccc(OCC(O)CN3CCN(c4ccccn4)CC3)c2O1 (centres undefined),1.4,0.4,-18.5,0.1,2.5,-2.0,2.4,-7.2,-2.1,4.0
Cc1nc(N)c(Cc2ccc(Cl)cc2Cl)c(N)n1,-2.7,-0.1,-3.6,-0.5,-7.1,0.1,2.8,0.3,2.3,0.9
Nc1cc(=O)[nH]c(SCC(=O)NCC2CCCO2)n1 (centres undefined),4.3,0.3,-15.6,-3.6,2.9,2.1,9.3,5.6,-2.6,-6.5
CC(C)CNC(=O)c1ccc(NC(=O)c2cccs2)cc1,2.6,0.1,2.2,-10.0,-2.9,1.4,4.4,5.8,1.5,-4.5
Cc1ccc(S(=O)(=O)N2[C@@H](c3ccc(Br)cc3)C(C(=O)O)=C[C@H]2CC2CCCC2)cc1,-3.7,0.8,-24.1,-1.6,-16.6,1.1,-3.3,-36.0,-2.6,3.3
Cc1ccc2cc(CCNC(=O)c3ccc(Br)o3)c(=O)[nH]c2c1,-8.9,0.0,5.9,-4.1,-2.5,-2.0,-3.8,2.1,-6.0,3.7
COc1ccc(C(=O)Cn2cnc3ccc(Cl)cc3c2=O)cc1F,-2.6,-0.3,-13.4,32.9*,-12.8,1.3,-1.4,-19.1,1.9,-1.1
Cc1cc(NC(=O)CCC(=O)N(CC(=O)NC2CCCC2)Cc2ccc(F)cc2)no1,0.7,-0.1,-1.9,-6.8,1.7,2.3,-0.7,-7.4,-0.9,2.9
Cn1nnc(NC(=O)c2cccc([N+](=O)[O-])c2)n1,-2.1,-0.5,5.1,-3.4,0.1,0.3,6.7,7.2,-0.6,4.5
O=C1N=C(N2CCOCC2)S/C1=C/c1cc2c(cc1[N+](=O)[O-])OCO2,-30.7,0.8,-5.6,-18.0,2.5,0.0,-13.9,9.7,3.2,12.3
Clc1cccc(C2Nc3cccc4cccc(c34)N2)c1,-13.0,0.7,-1.6,-0.2,-1.6,-1.8,-8.7,-4.2,-5.5,-10.6
CCCn1nnc(NC(=O)/C=C/c2ccco2)n1,-2.4,0.5,0.8,7.8,-11.0,-1.8,1.8,-1.4,6.0,-1.9
COc1ccc(NC(=O)C2CCCN2S(=O)(=O)c2ccc3c(c2)C(C)(C)C(=O)N3C)cc1 (centres undefined),1.6,-0.5,6.8,-2.0,-2.9,0.2,-1.0,-2.1,-2.2,5.5
COc1ccc(N2CCN(C(=O)c3c(-c4c(F)cccc4Cl)noc3C)CC2)cc1,-5.8,0.2,4.4,1.2,6.5,1.3,-0.1,1.4,8.8,-0.2
CC(C)c1ccc(N(CC(=O)NN=C2CCN(C)CC2)S(=O)(=O)c2ccccc2)cc1,-1.4,1.2,-4.0,-1.2,-9.6,-2.1,-2.5,-3.1,-2.3,0.5
O=C1N(Cc2cccnc2)C[C@@H]2C[C@@H](c3cccc(C(F)(F)F)c3)N3CCC[C@@]123,-1.8,0.1,-3.2,-2.1,-2.4,-1.8,-2.6,-6.3,-2.9,2.9
CCOC(=O)c1c(C)[nH]c(C(=O)OCC(=O)NCc2ccccc2)c1C,-21.4,0.0,2.9,4.4,6.7,-1.0,-13.5,13.7,-1.2,-0.5

# Four compounds out of the list above, sorted by their value in ARFGAP1 inhibitor, descending:
SMILES	ARFGAP1 inhibitor
CC(=O)Nc1ccc(S(=O)(=O)NCC2CCC(C(=O)NCCCOC(C)C)CC2)cc1 (centres undefined)	4.1
Nc1cc(=O)[nH]c(SCC(=O)NCC2CCCO2)n1 (centres undefined)	2.9
Clc1ccc2nc(-c3ccccc3)c(CN3CCOCC3)n2c1	2.5
Cn1nnc(NC(=O)c2cccc([N+](=O)[O-])c2)n1	0.1
